Bioassay records from PubChem.
HT1080NT lethal: kills 2HG-producing HT-1080-NT fibrosarcoma cells; hit rate 1.6% among 360,000; HT-1080-NT fibrosarcoma viability, CellTiter-Glo ATP luminescence, 48 h; Potency, µM (titrated, usually from 46.1 µM), inactives show at the top dose activity, negative = less viability, actives largely listed as cytotoxic;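 further: NT is the 2HG producing partner of a matched IDH1 knockdown line; 0% = DMSO-treated cells and -100% = media-only wells without cells; nearly all actives have a fitted effect of over 55% in size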
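Compounds were tested in concentration-response format on HT-1080-NT cells for 48 hours at 37 degrees C. Cell viability came from CellTiter-Glo luminescence; curves were classified by r2, response magnitude and activity.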
KB-3-1 cytotox: kills parental KB-3-1 adenocarcinoma cells | Potency, µM (top dose mostly 46.1 µM), without a hit: at the top dose activity change, negative = cytotoxic, usual class: cytotoxic | AID 1347075 | KB-3-1 viability, CellTiter-Glo ATP luminescence, 72 h | hit rate 1.4% among 400,000; further: on the % scale 0 is the no-effect control and ±100 the full control effect; nearly all actives have a fitted effect of over 60% in size
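Cells are dispensed, compounds pinned in, plates held at 37 °C for 72 h, then CellTiter-Glo is added and luminescence read after 10 minutes. Cell line: parental KB-3-1 in phenol-red-free DMEM, 10% FBS.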
SW480 rereplic: induces DNA re-replication in SW480 colon adenocarcinoma cells; SW480 DNA re-replication, Hoechst DNA content imaging, 48 h; hit rate 1.8% among 340,000; Potency, µM (doses to about 46.1 µM), for the others: top-dose re-replication activation, usual class: activators; further: % of control where 0% means no effect; nearly all actives have a fitted effect of over 55% in size
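SW480 cells exposed to compounds for 48 hr at 37 C, 5% CO2, then Hoechst-stained 40 min. Nuclear DNA content imaged by fluorescence scanning (405 nm excitation, 500-530 nm emission); re-replication scored as increased high-intensity nuclei.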
GLP1R cytotox: cytotoxic in the GLP-1 receptor inverse agonist counter-screen; hit rate 0.13% among 410,000; HEK293 cAMP-luciferase reporter cells, luminescence, 24 h; Potency, µM (highest dose often 38.3 µM), for the others: at the highest dose activity change, negative = inhibition, hits mostly inhibitors;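 further: loss of luciferase light is scored as toxicity; on the % scale 0 is the no-effect control and ±100 the full control effect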
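Cells in DMEM/10% Nu serum/1% pen-strep, 1536-well format. Pre-incubated 12 h, dosed with 23 nL compound, incubated a further 24 h. Luciferase detection, 12 min at room temp, luminescence.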
GLP-1R agonist: agonists of human GLP-1 receptor; hit rate 0.007% among 380,000; Potency, µM (top dose mostly 45.6 µM), for the others: top-dose activation, actives largely listed as activators; HEK293 GLP-1R CRE-luciferase, luminescence, 4-6 h; cells express a hypersensitive GLP-1R form; further: % of control where 0% means no effect
Target sequence (P43220 whole entry, looked up): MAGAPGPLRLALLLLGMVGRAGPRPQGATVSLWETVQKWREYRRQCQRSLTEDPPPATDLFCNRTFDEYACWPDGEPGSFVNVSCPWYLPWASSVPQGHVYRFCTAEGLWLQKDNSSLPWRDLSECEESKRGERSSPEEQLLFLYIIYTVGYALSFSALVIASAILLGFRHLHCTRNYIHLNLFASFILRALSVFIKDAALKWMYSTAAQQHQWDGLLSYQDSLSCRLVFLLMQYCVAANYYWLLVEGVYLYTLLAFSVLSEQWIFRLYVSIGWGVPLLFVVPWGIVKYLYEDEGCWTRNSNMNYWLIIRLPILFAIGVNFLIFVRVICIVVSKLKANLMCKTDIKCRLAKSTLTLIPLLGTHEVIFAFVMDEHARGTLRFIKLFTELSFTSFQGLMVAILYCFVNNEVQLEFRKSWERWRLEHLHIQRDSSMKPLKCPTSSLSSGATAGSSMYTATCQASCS
GLP1R inv ag: inverse agonists of human GLP-1 receptor. P43220. HEK293 GLP-1R CRE-luciferase, luminescence, 24 h; GLP-1R form is constitutively active. Potency, µM (top dose mostly 38.3 µM), for inactives: at the highest dose activity change, negative = inhibition, usual class: inhibitors. hit rate 1.6% among 410,000; further: on the % scale 0 is the no-effect control and ±100 the full control effect; nearly all actives have a fitted effect of over 55% in size
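Inverse agonism was detected as reduced cAMP-driven luciferase luminescence after 24 h compound treatment. The cells were HEK293 clones expressing constitutively active human GLP-1R with the reporter. Reporter-only and GPR119 cell lines served as counterscreen controls.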
KB-V1 cytotox: kills drug-selected multidrug resistant KB-V1 cells; Potency, µM (series often up to 46.1 µM), for the others: top-dose activity change, negative = cytotoxicity, actives largely listed as cytotoxic; AID 1347076; KB-V1 MDR cells viability, CellTiter-Glo, 72 h; hit rate 3.4% among 400,000; further: on the % scale 0 is the no-effect control and ±100 the full control effect; nearly all actives have a fitted effect of over 60% in size
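Cells of the MDR subline KB-V1 are plated, dosed with compound at multiple concentrations, and incubated 72 h at 37 degrees C; CellTiter-Glo is then added and luminescence read after 10 min.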
TDP43 rescue: TDP-43 toxicity inhibition in yeast; TDP-43 expressing yeast growth rescue, BacTiter-Glo, 24 h; Potency, µM (series often up to 46.1 µM), for the others: at the highest dose growth rescue (activation), usual class: activators; hit rate 1.8% among 410,000; AID 652104; further: % of control where 0% means no effect; nearly all actives have a fitted effect of over 50% in size
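Yeast cells expressing TDP-43 under galactose induction are exposed to compounds for 24 hr at 30 deg C. BacTiter-Glo luminescence measures growth, so protective compounds score as activators.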
HT1080 IDH1KD tx: kills HT-1080 cells with IDH1 knockdown. HT-1080 IDH1 knockdown viability, ATP luminescence, 48 h. Potency, µM (top dose mostly 46.1 µM), inactives show at the top dose activity, negative = toxicity, usual class: cytotoxic. hit rate 2% among 360,000;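 further: 0% = DMSO wells and -100% = cell-free medium wells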
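Cytotoxicity counter-line: IDH1KD HT-1080, 48 h, CellTiter-Glo. Curves classed by r2, magnitude and activity.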
Numbers without * were called inactive; ? = inconclusive; nt = not tested or not shown; [ ] = dose if it differs, or a comment. The call rests on the fitted dose curve; in most records, active means well fitted curve in the direction sought with a large enough effect; inconclusive means small, poorly fitted or top-dose-only effect, or another doubt; inactive means no such curve, though single readings can be large; an effect the other way counts as inactive or inconclusive. Potency means the concentration at half of the fitted maximal effect.

SMILES	HT1080NT lethal	KB-3-1 cytotox	SW480 rereplic	GLP1R cytotox	GLP-1R agonist	GLP1R inv ag	KB-V1 cytotox	TDP43 rescue	HT1080 IDH1KD tx
O=C(NC12CC3CC(CC(C3)C1)C2)C1CC(=O)N(c2ccccc2)C1 (stereo not given)	-1%	19%	10%	-12%	2%	?	-23%	23%	-2%
Cc1ccc2c(c1)N(CC(=O)NCc1cccs1)C(=O)CO2	23%	-12%	-2%	5%	7%	2%	?	-9%	5%
COc1cccc(OCCCn2cc(/C=C3/C(=N)N4C=C(C)SC4=NC3=O)c3ccccc32)c1	?	-2%	7%	-10%	-1%	9%	-2%	13%	?
Cc1cccc(-n2ccnc2SCC(=O)Nc2cc(C(F)(F)F)ccc2Cl)c1	nt	-13%	nt	0%	4%	?	-2%	?	nt
Cc1ccc(C#N)c(=O)n1CC(=O)Nc1ccccc1C(F)(F)F	nt	0%	nt	1%	1%	0%	-9%	-14%	nt
COc1ccc(CNC(=O)COC(=O)/C=C/c2cccc(Br)c2)cc1OC	5%	0%	-8%	-3%	15%	25%	20%	-9%[0.397 µM]	20%
COc1ccc(/C=N/NC(=O)c2cc(C)n(-c3ccccc3)c2C)cc1OC	0%	-11%	0%	-19%	?	73%[activator]	?	14%	-15%
C[C@@H]1CN([C@@H](C)CO)C(=O)CCCn2nncc2CO[C@H]1CN(C)S(C)(=O)=O	-5%	?	nt	4%	-2%	11%	17%	27%	-8%
CCOC(=O)C1(CC2CCCCO2)CCN(C(=O)NCc2ccccc2)CC1 (stereo not given)	26%	3%	1%	8%	-5%	1%	-17%	-17%	4%
CCOc1ccc(C2=NC(c3ccncc3)=Nc3ccc(C)cc3N2)cc1OCC	nt	2%	nt	0%	nt	4%	17%	9%	nt
Cc1ccc(NC2Sc3ccccc3NC2=O)cc1 (stereo not given)	0%	-7%	-1%	-4%	7%	?	1%	-2%[0.397 µM]	-2%
Cc1cc2c(cc1C)-n1nnnc1C(N1CCN(CC(=O)NC(C)C)CC1)C(=O)N2 (stereo not given)	19%	7%	nt	-4%	nt	14%	7%	17%	13%
CC(=O)Oc1ccc(C(=O)[C@H]2[C@H]3C(=O)N(c4ccc(C)cc4)C(=O)[C@H]3[C@@H]3C=CC=NN32)cc1	4%	14%	1%	-8%	-4%	5%	1%	6%	-1%
CC(C)c1nc2sc3c(=O)n(N)cnc3c2c2c1COC(C)(C)C2	6%	2%	-6%	2%	22%	51%[activator]	-3%	19%	14%
CCCCCCCNC(=O)CN1N=C(c2ccc(C)cc2)CCC1=O	-1%	8%	3%	-15%	12%	?	4%	?	0%
Cc1ccc(C)c2[nH]c(=O)c(CN(Cc3cccnc3)C(=S)NCc3ccco3)cc12	-2%	3%	3%	2%	15%	5%	-4%	1%	0%
O=C(/C=C/c1cccc(Cl)c1)NCc1ccncc1	3%	-7%	-9%	-16%	17%	0%	1%	8%	1%
Cc1cc(/C=N/NC(=O)c2ccccn2)c(C)n1-c1cccc([N+](=O)[O-])c1	0%	7%	3%	-10%	7%	-2%	-2%	1%	22%
COc1cccc(NC(=O)CN(C)C(=O)Cc2ccc3c(c2)OCCO3)c1	4%	6%	3%	-1%	1%	7%	?	3%	20%
CCOC(=O)c1ccc(S(=O)(=O)N2CCN(c3ccccn3)CC2)cc1	-11%	-12%	-2%	3%	2%	26%	?	-21%	-6%
COc1ccc(C)cc1NC(=O)CCS(=O)(=O)c1cccc2nonc12	-1%	6%	2%	0%	-7%	-22%	-17%	12%	7%
COc1ccc(C(=O)/C=C/c2ccc(OCc3ccccc3)cc2)cc1CSCC(=O)O	?	-7%	?	-13%	-4%	?	29%	23%	?
CCCC12CN3CC(C)(CN(C1)C3c1cn(CC)c3ccccc13)C2=O (stereo not given)	nt	11%	nt	2%	nt	-20%	-21%	18%	nt
CCCNC(=O)COC(=O)c1cccnc1Nc1ccccc1F	-1%	15%	-2%	15%	4%	5%	?	?	-2%
O=c1cnn(Cc2c(Cl)cccc2Cl)c2ccccc12	0%	?	-4%	3%	3%	-40%	-18%	-20%	-6%
CCN(CC)C(=O)[C@H]1CC(CC(=O)NCc2cccc(C(F)(F)F)c2)C(=O)N2CCc3c([nH]c4ccccc34)[C@]12C (stereo not given in full)	-4%	0%	5%	-2%	0%	?	0%	30%	-12%
O=C(/C=C/c1ccccc1)NCCc1ccccc1	1%	-1%	-15%	1%	12%	-12%	17%	11%	16%
NS(=O)(=O)c1ccc(CCn2c(=S)[nH]c3ccccc3c2=O)cc1	17%	-2%	?	1%	12%	102%[activator]	17%	1%	16%
CCCn1c(C)cc(/C=C(\C#N)C(=O)OCC(=O)NC(=O)NC(C)(C)C)c1C	1%	25%	3%	-7%	2%	0%	?	-11%	-3%
CC(=O)c1ccc(NC(=O)COC(=O)CCC(=O)c2cccs2)cc1	8%	8%	?	7%	-13%	4%	-1%	7%	22%
Clc1ccc(CNc2ccc3nnc(-c4ccccc4)n3n2)cc1	-4%	0%	-3%	5%	4%	9%	1%	11%	7%
Cc1ccnc(NC(=O)CCC(=O)N(CC(=O)NCc2ccc(F)cc2)CC2CCCO2)c1 (stereo not given)	0%	0%	-3%	-4%	16%	0%	-22%	-16%	0%
CCC1CCCCN1S(=O)(=O)c1ccc(C(=O)Nc2sc3c(c2C(N)=O)CCC3)cc1 (stereo not given)	nt	1%	nt	-10%	-1%	6%	-17%	1%	nt
O=S(=O)(NCCC1=CCCCC1)c1cccc(S(=O)(=O)N2CCOCC2)c1	-26%	?	?	26%	1%	?	?	2%	?
Clc1ccc(C2=NCCN2)cc1	4%	?	4%	0%	-6%	-1%	4%	-19%	-2%
CC[C@H](CO)Oc1cc(NCc2ccc(Cl)c(Cl)c2)c2ncn(C(C)C)c2c1	?	?	18%	0%	-3%	9%	-21%	0%	-23%
COc1ccc(NC(=O)C2c3ccccc3OCC(=O)N2C2CC2)cc1 (stereo not given)	19%	8%	nt	6%	6%	24%	?	0%	7%
O=S(=O)(Nc1cc(Sc2cccc3cccnc23)c(O)c2ccccc12)c1ccc(F)cc1	23µM*	3.3µM*	0.73µM*	?	-11%	?	?	24%	21µM*
Cc1c(C(=O)Oc2cccc3ccccc23)cnn1-c1ccccc1	-12%	13%	-5%	-7%	-7%	?	?	27%	-14%
CCOc1ccc(CCNC(=O)c2ccc3c(c2)nc2n3CCOC2)cc1OCC	nt	-20%	nt	2%	nt	45%[activator]	-1%	10%	nt
CC(C(=O)NC(c1ccccc1)c1ccccc1)N1CCOCC1 (stereo not given)	3%	10%	-12%	9%	6%	0%	-19%	12%	20%
O=C(NCc1n[nH]c(=S)n1-c1cccc(C(F)(F)F)c1)c1ccc(S(=O)(=O)N2CCCCC2)cc1	9%	1%	-4%	2%	0%	10%	-3%	9%	11%
CC(C)(C)c1cc(NS(=O)(=O)c2ccc3c(c2)OCCO3)on1	3%	2%	-4%	-1%	2%	5%	0%	13µM*	-4%
Cc1cccc(NC(=O)N2CC=C(c3c[nH]c4ccccc34)CC2)c1C	nt	-10%	nt	28%	nt	14%	14%	?	nt
Cc1cn(C2CC(O)C(CO)O2)c(=O)n(CCCc2ccccc2)c1=O (stereo not given)	-1%	?	-5%	7%	-1%	23%	3%	-8%	-4%
COc1cc(/C=C/C(C)=O)cc(OC)c1OC	-8%	23µM*	-7%	-13%	-7%	49%[activator]	-21%	-6%	0%
O=C(CCNS(=O)(=O)c1cccc2nonc12)N1CCN(c2cccc(Cl)c2)CC1	-11%	-25%	?	13%	-25%	?	10µM*	-23%	-8%
COc1cc2c(cc1OC)CN(CC(=O)Nc1ccc3c(c1)OC(F)(F)O3)CC2	14%	7%	-1%	-4%	1%	-8%	13µM*	16%	10%

Record cards (already shown). Values in the order: HT1080NT lethal, KB-3-1 cytotox, SW480 rereplic, GLP1R cytotox, GLP-1R agonist, GLP1R inv ag, KB-V1 cytotox, TDP43 rescue, HT1080 IDH1KD tx
Record of CC(C)(C)c1cc(NS(=O)(=O)c2ccc3c(c2)OCCO3)on1 : 3%, 2%, -4%, -1%, 2%, 5%, 0%, 13µM*, -4%
Record of COc1ccc(/C=N/NC(=O)c2cc(C)n(-c3ccccc3)c2C)cc1OC : 0%, -11%, 0%, -19%, ?, 73%[activator], ?, 14%, -15%
Record of CC(C)c1nc2sc3c(=O)n(N)cnc3c2c2c1COC(C)(C)C2 : 6%, 2%, -6%, 2%, 22%, 51%[activator], -3%, 19%, 14%

Later entries:
SMILES	HT1080NT lethal	KB-3-1 cytotox	SW480 rereplic	GLP1R cytotox	GLP-1R agonist	GLP1R inv ag	KB-V1 cytotox	TDP43 rescue	HT1080 IDH1KD tx
CC(C)Cn1c(=O)c(C(=O)NCc2ccc3c(c2)OCO3)c(O)c2ccccc21	-17%	?	-23%	-6%	-4%	?	?	18%	-11%
C=CCNc1nc2c(c(=O)[nH]c(=O)n2C)n1CC(O)COc1ccc2ccccc2c1 (stereo not given)	-9%	-12%	1%	-1%	-1%	4%	1%	-4%	-6%
Cc1cc(C(C)(C)C)c(OC(=O)[C@@H]2OC(c3ccccc3)=C[C@H]2c2ccccc2)c(C(C)(C)C)c1	6%	13%	-11%	3%	8%	9%	?	8%	5%
CC(CO)N1CCS(=O)(=O)CC1 (stereo not given)	10%	6%	-5%	-15%	-1%	0%	11%	18%	7%
CCOc1ccc(NC(=O)CN2CCN(CC(=O)Nc3ccc4c(c3)OCCO4)CC2)cc1	-1%	0%	-4%	6%	6%	1%	-8%	10%	0%

Structures listed so far containing a tert-butyl group, in the order listed:
SMILES	HT1080NT lethal	KB-3-1 cytotox	SW480 rereplic	GLP1R cytotox	GLP-1R agonist	GLP1R inv ag	KB-V1 cytotox	TDP43 rescue	HT1080 IDH1KD tx
CCCn1c(C)cc(/C=C(\C#N)C(=O)OCC(=O)NC(=O)NC(C)(C)C)c1C	1%	25%	3%	-7%	2%	0%	?	-11%	-3%
CC(C)(C)c1cc(NS(=O)(=O)c2ccc3c(c2)OCCO3)on1	3%	2%	-4%	-1%	2%	5%	0%	13µM*	-4%
Cc1cc(C(C)(C)C)c(OC(=O)[C@@H]2OC(c3ccccc3)=C[C@H]2c2ccccc2)c(C(C)(C)C)c1	6%	13%	-11%	3%	8%	9%	?	8%	5%
